# GALK inhibitor = inhibitors of human galactokinase | 270,000 tested, 0.007% active | P51570 | Potency, µM (top dose mostly 57.5 µM), for inactives: at the highest dose activity change, negative = inhibition, actives largely listed as inhibitors | AID 1868 | Purified GALK, Kinase-Glo residual ATP luminescence; further: potency means the concentration at half of the fitted maximal effect; on the % scale 0 is the no-effect control and ±100 the full control effect
#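 Compounds were pin-transferred into ATP buffer (35 uM final), then GALK plus galactose (5 nM, 100 uM final) was added. After 1 h at room temperature, Kinase-Glo Plus was added and luminescence read after 10 min.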
# B2AR arrestin = recruits beta-arrestin to the human beta2-adrenergic receptor. beta-arrestin recruitment to beta2AR, cell-based reporter. Potency, µM (top dose mostly 46.1 µM), for inactives: top-dose activation, most hits filed as activators. P07550. AID 492947. 330,000 tested, 0.02% active;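 further: potency means the concentration at half of the fitted maximal effect; 0% = DMSO controls and full agonism = EC100 isoproterenol or metaproterenol; nearly all actives have a fitted effect of over 65% in size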
# USP2a inh = blocks human ubiquitin-specific protease USP2a | 330,000 tested, 0.01% active | USP2 core, Ub-CHOP2 coupled fluorogenic reporter, 485/531 | Potency, µM (titrated, usually from 38.3 µM), without a hit: at the highest dose activity change, negative = inhibition, hits mostly inhibitors;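 further: potency means the concentration at half of the fitted maximal effect; plate controls were DMSO wells for no effect and full inhibition by NEM control for full effect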
#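 USP2 core (10nM final) preincubated 30min RT with compound in 20mM Tris-HCl pH 8.0, 2mM CaCl2, 2mM beta-mercaptoethanol, 0.05% CHAPS; 25nM Ub-CHOP2 plus 25nM reporter substrate added, fluorescence (Ex485/Em531) read after 60min.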
# PKM2 activator = activators of human pyruvate kinase M2; purified PKM2, Kinase-Glo ATP luminescence, activation; response scale: 0% is enzyme alone, no compound; 260,000 tested, 0.34% active; P14618; Potency, µM (doses to about 57.5 µM), without a hit: top-dose activation, usual class: activators; further: potency means the concentration at half of the fitted maximal effect; on the % scale 0 is the no-effect control and ±100 the full control effect; nearly all actives have a fitted effect of over 55% in size
#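 hPK-M2, >95% pure; 0.1 mM ADP / 0.5 mM PEP final; imidazole pH7.2 buffer w/ 7 mM MgCl2, 50 mM KCl; 1 h RT; Kinase-Glo lum. Intermediate enzyme activity for dual inhibitor/activator qHTS.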
# KCNH2 WT inh = inhibitors of human wildtype KCNH2 potassium channel | Q12809 | U2OS, BacMam KCNH2, thallium flux FluxOr; stronger effect = lower value | activity change, % at 1.84 µM | 340,000 tested, 0.37% active | AID 720551;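 active means maximum activity change below -70%; inconclusive means maximum activity change between -70% and -50%; inactive means maximum activity change above -50%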; further: on the % scale 0 is the no-effect control and ±100 the full control effect
#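 U2OS cells were transduced with wild-type KCNH2 virus (2.03 x 10^8 / mL) for 4 h at room temperature, then cultured overnight at 37 C. Thallium flux was read with FluxOr dye. Rate constants were normalized to DMSO controls.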
# Menin-MLL TR inh = menin-MLL binding inhibition, Texas Red mutant peptide | Potency, µM (highest dose often 61.6 µM), inactives show at the highest dose FP activity change, negative = inhibition, hits mostly inhibitors | AID 1768 | Menin + Texas Red MLL mutant peptide, fluorescence polarization | 270,000 tested, 0.23% active | O00255; active means well fitted inhibition curve with a large enough effect in the polarisation, with a control signal flat, not every such curve was filed as active; inconclusive means small, poorly fitted or top-dose-only effect, or effect the other way, or a change in a side signal; inactive means no such curve, though single readings can be large or run the other way; the % refers to the polarisation; further: potency means the concentration at half of the fitted maximal effect; % of control where 0% means no effect; many of its hits are not listed in these tables
# TRPV1 agonist = human TRPV1 agonism. Q8NER1. TRPV1-expressing cells, Fluo-8 calcium influx, agonist mode. activation, % at 8.33 µM. 320,000 tested, 0.19% active; in the data active means activation above about 80%; inconclusive means between about 30% and that limit; further: 0% is about no effect
# Target sequence (Q8NER1 whole entry, looked up): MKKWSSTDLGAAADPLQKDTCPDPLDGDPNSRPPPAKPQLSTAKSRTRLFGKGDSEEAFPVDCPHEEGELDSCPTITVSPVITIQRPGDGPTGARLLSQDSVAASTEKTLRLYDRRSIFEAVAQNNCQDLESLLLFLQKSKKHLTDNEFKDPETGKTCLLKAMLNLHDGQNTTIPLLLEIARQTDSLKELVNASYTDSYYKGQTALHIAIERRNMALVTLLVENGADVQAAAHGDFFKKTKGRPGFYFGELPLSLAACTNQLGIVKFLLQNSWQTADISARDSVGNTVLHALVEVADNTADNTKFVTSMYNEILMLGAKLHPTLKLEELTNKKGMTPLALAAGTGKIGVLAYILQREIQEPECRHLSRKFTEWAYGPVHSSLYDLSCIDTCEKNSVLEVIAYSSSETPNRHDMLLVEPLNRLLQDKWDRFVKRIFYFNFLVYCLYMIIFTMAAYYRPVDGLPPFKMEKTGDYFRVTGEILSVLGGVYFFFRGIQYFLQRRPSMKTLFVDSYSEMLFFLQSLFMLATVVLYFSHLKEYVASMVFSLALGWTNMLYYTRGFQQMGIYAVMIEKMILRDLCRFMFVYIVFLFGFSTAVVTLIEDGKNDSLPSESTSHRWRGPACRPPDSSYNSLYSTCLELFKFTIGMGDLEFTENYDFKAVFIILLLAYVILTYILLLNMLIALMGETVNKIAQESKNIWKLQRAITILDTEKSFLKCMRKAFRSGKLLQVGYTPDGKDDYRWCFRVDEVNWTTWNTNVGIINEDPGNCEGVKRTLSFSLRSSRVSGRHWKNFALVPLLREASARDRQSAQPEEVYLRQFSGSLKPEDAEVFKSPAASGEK
#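 TRPV1-expressing cells were cultured overnight at 35.5C and loaded with Fluo-8 calcium dye for 40 to 90 min at room temperature. After a 10 s baseline, compound was added and calcium influx was read kinetically for 3 min (ex 480/em 520 nm).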
# MLL CXXC-DNA inh = blocks binding of human MLL CXXC domain to DNA; MLL-CXXC / FITC-HOXA9 DNA fluorescence polarization; Potency, µM (highest dose often 115 µM), without a hit: at the highest dose activity change, negative = inhibition, usual class: inhibitors; 290,000 tested, 0.037% active; AID 2662; active means well fitted inhibition curve with a large enough effect in the polarisation, with a control signal flat, not every such curve was filed as active; inconclusive means small, poorly fitted or top-dose-only effect, or effect the other way, or a change in a side signal; inactive means no such curve, though single readings can be large or run the other way; the % refers to the polarisation; further: potency means the concentration at half of the fitted maximal effect
#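 Steps: dispense CXXC domain solution (7 uM) → pin compounds or unlabeled HOX-A9 DNA control → 5 min ambient → add FLSN-HOX-A9 solution (50 nM) → spin → 30 min ambient → fluorescence polarization. Tris pH 7.5/NaCl/DTT/BSA buffer.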
# FBPA coupling cs = inhibits coupling enzyme system, counter-screen for aldolase hits. 290,000 tested, 0.67% active. activity change, negative = inhibition, % at 58.2 µM, hits read low. coupling enzyme system counterscreen, AmpLite Red fluorescence; in the data active means activity change below about -30%; further: on the % scale 0 is the no-effect control and ±100 the full control effect
#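 Final compound at 57.5 uM, incubated 10 min at RT with coupling enzyme reagent (glyceraldehyde-3-phosphate), then 20 min with substrate and AmpLite Red detection. Fluorescence read at 525/598 nm; tests interference with the coupling assay, not aldolase inhibition.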
# Giardia killer = Giardia lamblia killing; Giardia lamblia trophozoite viability; AID 540267; 340,000 tested, 0.15% active; activity change, % at 7.66 µM, hits read low; in the data active means activity change below about -80%; inconclusive means between about -30% and that limit;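 further: parasites exposed to compound for two days anaerobically before the ATP read; on the % scale 0 is the no-effect control and ±100 the full control effect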
#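 Trophozoite viability was measured as ATP-dependent luminescence, read 15-30 min after reagent addition. Before that, parasites at 100 cells/well were exposed to compounds for 48 h, anaerobically, at 37 deg C.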
# KCNH2 3.1 inh = blocks the human KCNH2 3.1 channel isoform; U2OS KCNH2 3.1, thallium flux FluxOr; stronger effect = lower value; activity change, % (tested at about 1.8 µM); 340,000 tested, 0.95% active; AID 720553;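 active means maximum activity change below -70%; inconclusive means maximum activity change from -70% to -50%; inactive means maximum activity change above -50%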;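 further: thallium influx rate constant from kinetic fluorescence after stimulation buffer; on the % scale 0 is the no-effect control and ±100 the full control effect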
#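 Thallium flux via FluxOr fluorescence (Red40 quencher, 45 min loading) in U2OS cells virally expressing the KCNH2 3.1 isoform (1.77 x 10^8 /mL virus, overnight at 37 C). Rate constants from 2-min kinetic reads post-stimulation, normalised to positive and negative controls.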
# An asterisk follows results filed as active; ? = inconclusive; . = no result given; [ ] = another dose, or the depositor's remark. Unless noted, the call rests on the fitted dose curve; in most records, active means well fitted curve in the direction sought with a large enough effect; inconclusive means small, poorly fitted or top-dose-only effect, or another doubt; inactive means no such curve, though single readings can be large; an effect the other way counts as inactive or inconclusive.
SMILES,GALK inhibitor,B2AR arrestin,USP2a inh,PKM2 activator,KCNH2 WT inh,Menin-MLL TR inh,TRPV1 agonist,MLL CXXC-DNA inh,FBPA coupling cs,Giardia killer,KCNH2 3.1 inh
CN(C)S(=O)(=O)N1CCN(CC(=O)Nc2ccc(Br)cc2)CC1,-1.0%,-0.4%,1.5%,7.0%,-1.0,-4.5%,-4.0,4.9%,1.3,4.6,-5.1
CN(c1ccc(Br)cc1)S(=O)(=O)c1ccc2[nH]cc(C(=O)NCCN3CCOCC3)c(=O)c2c1,-7.3%,0.3%,1.4%,.,-0.4,.,-0.4,-9.4%,.,-24.0,2.6
COc1ccc(NC(C)=O)cc1S(=O)(=O)Nc1ccccc1C(=O)NCCc1ccccc1,0.6%,0.3%,2.0%,.,1.9,.,1.7,11.7%,5.3,-11.1,3.3
CCN1CCN(C2=C(NS(=O)(=O)c3ccc(Br)cc3)C(=O)c3ccccc3C2=O)CC1,-0.6%,-0.2%,4.1%,.,-5.3,.,-4.7,-3.9%,.,43.2[activator],10.0
NC(=O)CC1SC(N)=NC1=O (stereo not given),-1.2%,-0.4%,2.1%,3.3%,-1.0,0.0%,1.8,-2.1%,-4.1,4.9,16.4
Nc1cc(OC(=O)c2cccs2)nn1S(=O)(=O)c1ccccc1,-1.9%,0.5%,1.0%,-2.5%,-1.5,15.6%,25.9,179.5%[activator],3.0,21.3,6.9
COc1ccc(/C=C2\Oc3cc(OCC(=O)N4CC(O)C[C@H]4C(=O)O)ccc3C2=O)c(OC)c1OC (stereo not given in full),.,-0.5%,0.8%,-3.5%,3.5,33.9%[activator],-0.2,22.1%,-1.3,12.9,9.8
O=C(CSc1nnc(C2CC2)n1CC1CCCO1)Nc1ccc(Cl)cc1 (stereo not given),7.2%,0.0%,3.0%,2.2%,0.0,0.0%,-0.7,-1.1%,0.2,14.4,-5.1
O=C(COC(=O)c1cc([N+](=O)[O-])ccc1N1CCOCC1)Nc1ccccc1OC(F)F,.,0.1%,0.7%,.,-4.7,.,24.5,.,.,-12.3,-15.7
O=C(CN1C(=O)NC2(CCSC2)C1=O)N1CCN(c2ccc(F)cc2)CC1 (stereo not given),7.5%,-0.4%,3.0%,-3.6%,18.4,-1.1%,-5.4,-6.5%,-0.3,-23.3,-7.4
COc1ccc(C2=NS(=O)(=O)N(C)C(C(=O)NC3CCCCC3)=C2)cc1,.,-0.6%,3.2%,3.6%,14.8,3.2%,11.9,.,-0.6,-21.6,-27.3
COc1cc(NC(=O)c2cc(C)no2)cc(OC)c1OC,1.0%,0.0%,0.4%,.,-6.8,?,-0.5,-8.7%,-0.3,-10.9,9.9
COc1ccc(C(=O)NCC(=O)NCc2ccncc2)cc1,.,-1.8%,3.0%,.,-2.6,.,.,.,.,12.9,3.0
Cc1cccc(C(=O)NC2CC3CCCC(C2)N3Cc2ccccc2)c1 (stereo not given),-2.5%,-0.7%,0.8%,-7.0%[11.5 µM],42.4,-19.3%,0.8,-2.0%,-0.9,8.8,-39.8
CCn1c(=O)c(CCC(=O)NCCN2CCOCC2)c(C)c2c(C)nn(-c3cccc(C)c3)c21,-1.6%,0.2%,1.7%,.,0.8,.,?,13.0%,.,-28.2,8.5
Cc1cc(C)nc(SC(C)CNS(=O)(=O)c2ccccc2)n1 (stereo not given),-1.9%,-0.2%,-0.3%,18.9%,19.8,-16.5%,-0.7,-1.5%,0.6,-16.8,-6.4
O=S(=O)(Cc1ccccc1)Nc1ccc(S(=O)(=O)NCC2CCCO2)cc1 (stereo not given),-0.7%,-0.2%,3.9%,2.7%,8.3,12.6%,1.3,-0.4%,4.8,1.4,11.2
CCOc1ccc(NC(=O)NCc2ccco2)cc1,-0.9%,0.3%,0.6%,-3.5%,-3.6,-9.6%,9.5,-5.0%,-1.0,-5.3,26.9
COc1ccc(NC(=O)CSc2nc3c(c(=O)n2-c2ccccc2OC)SCC3)cc1,0.4%,0.1%,-1.0%,6.5%,22.8,-4.7%,3.6,38.5%[activator],-4.2,14.8,-8.2
Cc1ccc(N2C(=O)c3ccccc3C2Nc2ccc(S(=O)(=O)N3CCOCC3)cc2)nc1 (stereo not given),1.2%,-0.6%,-7.7%,9.7%,-8.5,10.8%,5.0,1.8%,-2.0,3.9,3.8
COc1cccc(C(=O)Nc2ccc(N3CCN(S(C)(=O)=O)CC3)cc2)c1,0.5%,-0.4%,4.4%,2.0%,3.3,8.4%,0.4,20.3%,0.2,-12.3,-15.6
O=C(CSCc1ccc(Cl)c(Cl)c1)Nc1c[nH]c(=O)[nH]c1=O,0.8%,-1.3%,-4.9%,-3.9%,14.8,-27.5%,-0.7,6.4%,2.0,-8.0,4.9
CC(NC(=S)NNS(=O)(=O)c1ccc(C(C)(C)C)cc1)c1ccccc1 (stereo not given),4.3%,-0.1%,3.2%,-0.3%,0.1,.,12.0,-4.6%,3.8,41.5[activator],1.5
CCCN(CCC)C(=O)CC(c1ccccc1)c1ccco1 (stereo not given),5.1%,-1.0%,-3.1%,6.0%,8.0,.,-9.0,-3.4%,-4.5,-25.2,15.3
Cc1ccccc1OCC(O)CN1CCN(CCN2C(=O)c3cccc4cccc(c34)C2=O)CC1 (stereo not given),-0.7%,2.8%,2.4%,1.5%,40.5,-24.0%,0.6,14.5%,0.7,-2.0,-20.9
Cc1c(CCC(=O)O)c(=O)oc2cc3occ(-c4ccc(F)cc4)c3cc12,-2.4%,0.3%,-1.4%,10.8%,-7.7,32.4%[activator],5.1,-27.6%,0.7,30.4[activator],-9.5
O=C(COc1ccc(Br)cc1)Nc1cc(S(=O)(=O)N2CCCCC2)ccc1N1CCCCC1,-0.2%,0.4%,-1.0%,0.3%,-2.8,-6.1%,-1.5,12.6%,-0.4,-3.9,-17.6
Cc1ccc(Oc2nn[nH]n2)cc1,0.7%,-0.1%,2.2%,-1.2%,-18.4,1.0%,0.3,9.2%,2.1,-12.7,15.0
COc1cc(C(=O)NCc2cn3cccc(C)c3n2)cc(OC)c1OC,2.1%,-1.3%,3.7%,1.7%,4.2,-3.8%,-2.5,2.6%,2.5,-0.2,-1.8
CC(C)C[C@H](NC(=O)NCCC1=CCCCC1)C(=O)O,-2.5%,-1.0%,0.6%,-2.8%,2.9,.,-0.2,5.4%,1.2,11.3,5.9
O=C(CCNC(=O)N1CC(=O)Nc2ccccc21)Nc1cccc(Cl)c1,-4.8%,-0.3%,4.3%,.,-17.3,.,3.7,25.2%,.,-15.4,-5.2
COc1cc(NC(=O)Cn2nc(-c3ccc(F)cc3)ccc2=O)ccc1-n1cnnn1,-0.1%,0.0%,-0.1%,-3.0%,5.1,?,-0.7,-1.2%,2.0,11.3,-0.1
CC(=O)Nc1ccccc1/C=C/c1ccc2c(C)cc(C)c(O)c2n1,1.4%,-1.3%,-1.3%,0.3%,-12.2,21.7%,2.2,3.7%,1.9,7.2,-0.5
Cc1cccc(NCN2C(=O)C3C4C=CC(C4)C3C2=O)c1 (stereo not given),-0.9%,-0.1%,-1.6%,-5.1%,8.1,-5.9%,-3.4,19.8%,-0.2,-5.4,11.6
COc1ccc(C(=O)Nc2ccc(Cl)cc2C(=O)N2CCCC(C)C2)cc1 (stereo not given),-2.7%,-0.3%,2.5%,-1.5%,-8.7,-2.7%,?,-3.0%,0.2,-5.9,-8.6
COc1ccc(CC(NC(C)=O)C(=O)NC2CCN(C(=O)c3ccc(Cl)cc3)CC2)cc1 (stereo not given),14.0%,0.0%,0.3%,-0.1%,-0.4,4.7%,1.9,4.6%,-0.3,13.5,2.9
Cc1ccc(S(=O)(=O)N2CCN(c3nccnc3C#N)CC2)cc1,-1.6%,0.0%,-0.3%,-4.2%,6.9,.,0.8,-1.8%,4.7,-9.7,-3.7
CCN(c1ccc(NC(=O)COC(=O)c2cccs2)cc1)C(C)C,3.0%,0.3%,1.0%,0.3%,-4.0,1.4%,23.1,-1.9%,2.2,-7.2,1.2
C=CCN1C(=O)C(Cc2cccc(Cl)c2)SC1=Nc1ccc(C(=O)O)cc1 (stereo not given),-1.0%,0.3%,6.3%,-5.6%,.,3.3%,3.3,5.4%,22.9,20.3,-6.3
Cc1ccc(C)c(N(CC(=O)NC(C)C)C(=O)CCC(=O)Nc2ccccn2)c1,3.9%,0.1%,0.6%,-1.8%,4.1,-13.8%,1.2,-0.9%,0.4,-17.3,-15.3

# Screening results as filed in PubChem BioAssay.

# Not all compounds are listed; the hit share may differ from the screen's.
